# Source: PubChem BioAssay
# GPR151 activ: activators of human GPR151, primary screen, cell-based, PathHunter beta-arrestin, luminescence; PathHunter beta-arrestin GPR151 cells; activation, % at 11.2 µM; hit rate 1% among 650,000; in the data active = activation above about 4.9%;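 also: 0% = median of compound wells and 100% = cells with positive control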
# Target sequence (Q8TDV0 whole entry, looked up): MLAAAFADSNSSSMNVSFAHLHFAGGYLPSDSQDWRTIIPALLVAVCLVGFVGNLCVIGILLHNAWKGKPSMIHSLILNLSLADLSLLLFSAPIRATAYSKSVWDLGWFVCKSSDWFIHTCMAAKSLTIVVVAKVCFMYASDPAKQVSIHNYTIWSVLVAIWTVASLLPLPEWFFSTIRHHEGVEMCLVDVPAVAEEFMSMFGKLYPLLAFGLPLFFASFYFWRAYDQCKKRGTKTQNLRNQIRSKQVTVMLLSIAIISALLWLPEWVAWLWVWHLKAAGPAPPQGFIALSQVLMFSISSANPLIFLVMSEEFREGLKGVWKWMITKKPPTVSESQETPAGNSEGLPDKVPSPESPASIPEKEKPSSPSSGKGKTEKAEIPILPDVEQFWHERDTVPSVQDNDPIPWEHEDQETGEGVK
# MITF primary: MITF inhibitors, primary screen, biochemical, AlphaScreen, human; Microphthalmia-associated transcription factor (Homo sapiens), O75030; AlphaScreen MITF homodimerization, bead proximity signal; inhibition, % at 2.6 µM; hit rate 0.91% among 650,000; in the data active = inhibition above about 50%;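 also: 0% = vehicle wells with protein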
# Target sequence (O75030 whole entry, looked up): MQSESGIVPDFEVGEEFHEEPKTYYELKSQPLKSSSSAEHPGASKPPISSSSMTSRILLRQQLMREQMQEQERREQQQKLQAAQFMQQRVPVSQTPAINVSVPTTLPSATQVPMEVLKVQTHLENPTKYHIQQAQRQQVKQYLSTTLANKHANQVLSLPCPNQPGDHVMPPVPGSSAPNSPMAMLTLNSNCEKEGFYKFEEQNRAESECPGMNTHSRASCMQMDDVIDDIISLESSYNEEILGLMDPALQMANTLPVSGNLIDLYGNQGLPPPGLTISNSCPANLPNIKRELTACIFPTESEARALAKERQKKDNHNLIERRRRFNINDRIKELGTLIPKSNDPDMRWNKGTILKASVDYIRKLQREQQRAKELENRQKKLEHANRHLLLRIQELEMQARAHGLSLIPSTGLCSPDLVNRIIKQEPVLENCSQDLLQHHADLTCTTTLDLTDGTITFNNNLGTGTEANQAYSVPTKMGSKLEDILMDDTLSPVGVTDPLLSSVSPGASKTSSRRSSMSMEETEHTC
# FBW7 activator: FBW7 E3 ligase activators, primary screen, biochemical, AlphaScreen, human; AlphaScreen FBW7–phospho-cyclin E peptide binding, activator screen; hit rate 0.13% among 650,000; F-box/WD repeat-containing protein 7 (Homo sapiens), Q969H0; normalized activity (activation), % at 26.1 µM; in the data active = normalized activity above about 1.9%;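 also: purified mutant Fbw7 with reduced substrate affinity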
# TEAD-YAP block: TEAD-YAP interaction inhibition, primary screen, TEAD-YAP interaction inhibitor project, luminescence, HEK-TIYL cells; hit rate 1.4% among 640,000; inhibition, % at 9.12 µM; TEAD-Gal4/YAP UAS-luciferase luminescence; AID 1259422, 2018; in the data active = inhibition above about 32%;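 also: 0% = median of test compound wells and 100% = reference inhibitor wells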
# * = called active by the depositor; & = joins results of further samples.
mol,TEAD-YAP block,FBW7 activator,MITF primary,GPR151 activ
Cc1onc(-c2ccccc2)c1CNS(=O)(=O)c1cnn(-c2ccccc2)c1C,-5.2,-0.2,-4.8,0.8
N#Cc1cccc(CN2C(=O)C(F)(F)Oc3ncccc32)c1,-8.2,-0.2,-13.8,-1.7
COc1ccc(-c2ccc(C(=O)NCCOc3ccccc3)s2)cn1,-19.0,0.0,14.3,-10.4
Cc1nc2sc(C(c3ccc(Cl)cc3)N3CCC(C(N)=O)CC3)c(O)n2n1 (centres undefined),1.4,0.1,3.1,1.1
O=C(CN1CCCCC1)N(Cc1ccncc1)Cc1cccc(OC2CCOC2)c1 (centres undefined),2.5,0.1,-8.6,-0.7
CC1CN(C(=O)COC(=O)c2ccc([N+](=O)[O-])o2)CC(C)O1 (centres undefined),13.6,0.7,-2.6,-1.3
COc1cc(OC)c(NC(=O)Cn2ncn3cccc3c2=O)cc1Cl,-0.7,0.1,7.4,1.7
COc1ccc(CN2C(=O)c3cc(N4CCOCC4)c([N+](=O)[O-])cc3C2=O)cc1,-6.1,0.1,23.9,1.4
O=C(CS(=O)(=O)c1ccc(Cc2ccc(S(=O)(=O)CC(=O)c3ccccc3)cc2)cc1)c1ccccc1,1.1,-0.1,-2.5,1.2
O=C(Cc1n[nH]c(=O)c2ccccc12)OCCCCN1C(=O)c2ccccc2C1=O,-7.5,0.0,-4.2,-1.1
C=CCC1Cc2c(cccc2[N+](=O)[O-])C(CC=C)N1 (centres undefined),4.8,1.3,13.5,-0.9
O=C(c1ccccc1Br)N1CCC(c2nc3ccccc3[nH]2)CC1,-4.8,1.1,8.5,-1.2
Cc1ccc(S(=O)(=O)c2nnn3c2nc(NCC2CCCO2)c2ccccc23)cc1C (centres undefined),7.4,0.0,6.4,1.3
Cc1ccc(C(=O)N2CC(C)OC(C)C2)cc1[N+](=O)[O-] (centres undefined),6.1,0.1,3.0,-1.4
O=C(C1CCN(S(=O)(=O)c2cccnc2)CC1)N1CCCCCC1,-2.3,0.1,1.5,-0.6
O=C(NC1CCN(C(=O)C(F)(F)F)CC1)N1CCc2nc3ccccn3c(=O)c2C1,1.5,0.0,2.5,-0.2
Cc1nc2ccc(S(=O)(=O)NC(C(=O)NC3CCCCCC3)C(C)C)cc2s1 (centres undefined),-4.0,0.0,17.8,-0.9
CC(=O)Nc1ccc(NC(=O)CC#N)cc1,-13.8,0.0,-3.6,1.2
C/C(=N/Nc1nc2c(c(=O)n(C)c(=O)n2C)n1Cc1ccccc1)c1cccc([N+](=O)[O-])c1,-8.0,0.0,3.8,-0.4
O=C(N/N=C/C1CC=CCC1)c1cc(Br)ccc1O (centres undefined),-9.3,-0.1,-6.8,-1.4
COc1ccc(C(=O)COC(=O)/C=C/c2ccccc2)cc1,-8.8,-0.1,-4.0,0.8
COc1cc(Nc2nc(-c3ccc(C(=O)N4CCN(C)CC4)cc3)nc3c2ncn3Cc2ccc(C(F)(F)F)cc2)cc(OC)c1OC,7.5,-0.2,1.8,-0.8
COc1cc(/C=N/NC(=O)COc2ccc(C#N)cc2)ccc1OCc1ccccc1,-10.7,-0.1,-0.4,1.8
Cc1ccc(S(=O)(=O)N(CC(=O)NC2CC2)c2cccc(Cl)c2C)cc1,6.4,0.0,-6.0,-0.3
O=C1CCC(C(=O)Nc2ccc(Cl)cc2F)=NN1,-39.0,0.4,16.8,-3.5
COc1ccccc1C(=O)N1CCC(C(=O)NC(c2ccccc2)c2ccco2)CC1 (centres undefined),9.6,0.0,-8.1,-0.5
Cc1cc(C)cc(CN2CCc3nnc(CCNC(=O)c4ccoc4)n3CC2)c1,3.9,0.1,-2.8,0.1
O=S(=O)(Nc1ccc(-c2nnc(SCc3ccccn3)o2)cc1)c1ccccc1,3.1,-0.1,2.6,1.0
OC(COc1ccc(Cl)cc1)C(O)C(O)c1cnn(-c2ccccc2)n1 (centres undefined),-5.2,0.0,24.1,-0.2
COc1ccc(Nc2nc(Nc3ccc(C)cc3)nc(Sc3ccc(C)cc3)n2)cc1,5.7,1.1,21.0,1.4

# Individual results from the list.
# CC(=O)Nc1ccc(NC(=O)CC#N)cc1 in GPR151 activ is entered as 1.2
# C/C(=N/Nc1nc2c(c(=O)n(C)c(=O)n2C)n1Cc1ccccc1)c1cccc([N+](=O)[O-])c1 in MITF primary is entered as 3.8

# The list continues.
mol,TEAD-YAP block,FBW7 activator,MITF primary,GPR151 activ
CSc1cccc(N2C(=O)Nc3ccccc3N2O)c1,-21.5,0.2,17.4,-0.3
O=C(c1cccs1)N1N=C(c2ccccc2)CC1c1ccccc1[N+](=O)[O-] (centres undefined),2.2,-0.1,12.8,0.1
CCc1cc2cc(C)cc(C)c2nc1SCC(=O)NNC(C)=O,-11.3,-0.2,-1.4,0.9
COc1ccc(CC2(CO)CCN(C3CCSC3)CC2)cc1 (centres undefined),1.3,0.1,-0.1,-1.0
CCC(=O)N1CCN=C1SCc1ccc(Cl)cc1,-8.5,-0.1,-7.6,0.6
CCOc1ccc2cc(C#N)c(SCC(=O)N3CC(=O)Nc4ccccc43)nc2c1,-6.2,0.0,-5.0,1.4
CCCS(=O)(=O)N1N=C(c2ccc(NS(C)(=O)=O)cc2)CC1c1cccs1 (centres undefined),-18.6,0.0,-25.5,-1.2
CC(C)c1ccc(OCC(=O)NCCN(C)C)cc1,2.3,0.4,-0.1,-1.8
NC(=O)c1nc(-c2cccs2)nc2c1[nH]c(=O)n2-c1ccc(Cl)cc1,-4.2,0.1,0.1,-1.5
O=C1c2ccc(Oc3cccc([N+](=O)[O-])c3)cc2C(=O)N1Nc1ccco1,-0.1,0.1,-2.5,2.4
CCOCCCNc1ncc([N+](=O)[O-])c(NCCCOCC)n1,-2.5,0.0,5.9,0.0
CCOC(=O)c1ccc(NC(=O)COc2cc(C)cc(C)c2)cc1,6.7,-0.1,-21.7,-1.8
O=C(CSc1c(-c2ccccc2)[nH]c2ccccc12)NCC1CCCO1 (centres undefined),-1.1,0.3,10.5,-1.7
CCCOc1ccc(-c2c(=O)n(OCc3ccccn3)c3ccccc3[n+]2[O-])cc1,-17.9,0.0,0.8,-0.2
NC(=O)c1ccc(NC(=O)CN2CCN(C(c3ccccc3)c3ccccc3)CC2)cc1,18.2,-0.2,0.0,0.8
CCCCNS(=O)(=O)c1ccc(S(=O)(=O)N2CCN(C=O)CC2)cc1,-0.8,-0.3,32.8,0.7
CCOc1ccc(C2c3cccn3CCN2C(=S)Nc2cccc(Br)c2)cc1 (centres undefined),7.8,0.1,8.3,3.3
COc1ccc(/C=C2/C(=O)NN(c3ccc(C)c(C)c3)C2=O)cc1OC,-8.1,0.0,8.5,-2.3
CCOc1ccc(S(=O)(=O)N(CC(=O)Nc2ccccc2F)c2ccc(F)cc2)cc1,-1.8,0.1,-2.5,0.2
CCOC(=O)c1ccc(NC(=O)NNC(=O)c2ccc(-n3cccc3)cc2)cc1,1.4,-0.1,-12.8,0.0
CC1CN(C(=S)NC(=O)c2cccs2)CC(C)O1 (centres undefined),7.0,0.0,13.5,-0.4
Cc1nc2c(c(N3CCCCCC3)n1)CN(C(=O)Nc1cccc(C#N)c1)CC2,-11.5,-0.1,-10.4,0.5
O=C1c2cccnc2C(=O)N1Cc1ccc(S(=O)(=O)N2CCCC3CCCCC32)cc1 (centres undefined),4.8,-0.2,6.0,1.9
Cc1ccc(C(c2nnnn2C2CCCCC2)N2CCCC2)cc1 (centres undefined),0.4,0.3,18.5,-0.4
COc1ccc(NC(=O)CSc2nc3ccccc3[nH]c2=O)cc1,-1.8,0.1,1.8,-0.7
Cc1nnc(SCc2ccc(Cl)cc2Cl)[nH]c1=O,-7.6,0.0,1.8,-1.5
COc1ccc2c(=O)c(C(=O)NCCO)c[nH]c2c1,-1.0,0.0,12.0,0.4
Cc1cccc(CN2CCC(CNC(=O)CSc3cc(=O)n(C)c4ccccc34)CC2)c1,6.2,-0.1,15.7,0.6
CCOC(=O)c1ccc(CN(Cc2ccc(OC)cc2)S(=O)(=O)c2cccc(C(F)(F)F)c2)cc1,1.4,0.1,-13.5,-1.0
CCOc1cc(C2C(C(=O)OCCSCC)=C(C)NC3=C2C(=O)C(C(=O)OC)C(C)C3)cc(Cl)c1O (centres undefined),12.2,0.7,7.9,0.3
O=C(N1CCCCC1)C12CC3CC(CC(C3)C1)C2,-0.7,-0.2,-11.1,-0.1
Cn1nnnc1SCC(=O)N1CCc2ccccc2C1,-1.8,-0.1,13.4,-1.0
O=C(Nc1ncc([N+](=O)[O-])s1)c1cccs1,-65.2&-43.7,0.0&0.0,18.8&-21.8,-12.0&-8.3
O=C(CSc1nc2ccccc2n1S(=O)(=O)c1ccc(Br)cc1)NCc1ccccc1,-3.9,0.1,7.8,-2.4
O=C1NC(=Nc2ccccc2)SC1=Nc1cc(O)ccc1[N+](=O)[O-],5.9,0.1,6.1,1.0
CCCOc1ccc(=O)n(-c2ccccc2)n1,4.9,0.1,7.8,2.3
COc1ccc(C2C(C(=O)NCCN3CCOCC3)c3ccccc3C(=O)N2C2CCCCC2)cc1 (centres undefined),-2.9,-0.1,-0.8,0.1
O=C(NNC1CC(=O)N(c2ccc(Cl)cc2)C1=O)c1cccc(Cl)c1 (centres undefined),-6.6,-0.1,0.8,1.6
NC(=O)Nc1ccc(C(=O)OCC(=O)Nc2ccccc2[N+](=O)[O-])cc1,-11.3,0.2,4.8,1.8
Cc1ccc(-c2c3c(nc4sc(C(=O)c5cccs5)c(N)c24)CCC3)cc1,-1.2,0.1,3.3,-1.5
O=C(c1ccc(S(=O)(=O)c2ccc(F)cc2)c([N+](=O)[O-])c1)N1CCC2(CC1)OCCO2,4.3,-0.1,2.0,-0.4
Cc1sc2nc(SCC(=O)Nc3sccc3C(N)=O)n(C(C)C)c(=O)c2c1C,-0.8,0.3,-62.1,0.6
CC(=O)Nc1ccc(CN2Cc3ccccc3OC(c3ccccc3)C2)s1 (centres undefined),12.5,-0.1,10.0,-0.5
O=C(c1ccccc1I)N1CCN(c2ccccn2)CC1,8.8,-0.2,7.2,-0.3
CC1CCN(CCC(=O)Nc2sc3c(c2C#N)CCCCC3)CC1,3.9,0.1,13.6,1.1

# Reprinted at random: 3 entries already listed.
mol,TEAD-YAP block,FBW7 activator,MITF primary,GPR151 activ
Cc1sc2nc(SCC(=O)Nc3sccc3C(N)=O)n(C(C)C)c(=O)c2c1C,-0.8,0.3,-62.1,0.6
O=C(Nc1ncc([N+](=O)[O-])s1)c1cccs1,-65.2&-43.7,0.0&0.0,18.8&-21.8,-12.0&-8.3
Cc1ccc(-c2c3c(nc4sc(C(=O)c5cccs5)c(N)c24)CCC3)cc1,-1.2,0.1,3.3,-1.5

# (continued)
mol,TEAD-YAP block,FBW7 activator,MITF primary,GPR151 activ
Cc1ccc(Oc2cc([N+](=O)[O-])ccc2C#N)c(-n2nc3ccccc3n2)c1,-2.9,-0.1,15.4,-1.0
CC(C)OCCCNc1nc2c(S(=O)(=O)c3ccccc3)nnn2c2ccccc12,7.7,0.1,-4.1,0.4
FC(F)(F)c1cccc(CNc2nc(Nc3ccc(-n4ccnc4)cc3)nc3c2ncn3C2CCCCC2)c1,-13.4,-0.2,2.8,-1.2
CCOC(=O)c1[nH]c2ccc(OC)cc2c1NC(=S)N1CCN(c2ncccn2)CC1,-10.4,-0.2,-18.2,2.4
CS(=O)(=O)N1CCCC(c2nc3c(nnn3Cc3ccccc3)c(=O)[nH]2)C1 (centres undefined),-10.9,-0.1,11.0,-1.1
CCC(C(=O)N1CCc2ccccc21)n1c2ccccc2c2nc(=O)cc(C)n21 (centres undefined),-6.3,-0.1,5.1,-0.2
COc1ccc(-c2nnc(SCC(=O)Nc3cccc(C)c3C)nc2-c2ccc(OC)cc2)cc1,-3.5,0.1,-1.4,-0.9
O=c1c2ccccc2sn1-c1nccs1,-2.0,0.5,14.6,-2.1
CCN1CCN(C(CNC(=O)C(=O)NCc2ccccc2Cl)c2cccnc2)CC1 (centres undefined),0.5,0.1,2.7,-2.4
O=C(CN(c1ccc(F)cc1)S(=O)(=O)c1ccccc1)Nc1ccc(S(=O)(=O)N2CCOCC2)cc1,10.1,-0.2,0.0,-0.4
Cc1ccc(-c2ccc(OCCN3CCCC3=O)nc2)cc1,-11.7,-0.6,8.3,-0.3
Cn1cc(S(=O)(=O)N2CCCC2)cc1C(=O)N1CCCc2ccccc21,1.2,0.1,2.5,0.3
CCOc1ccc(N(Cc2ccc(C#N)cc2)C2=NC3CS(=O)(=O)CC3S2)cc1 (centres undefined),-0.4,-0.2,-3.0,4.7

# Grouped by structure, those above with a furan ring, fused or not
mol,TEAD-YAP block,FBW7 activator,MITF primary,GPR151 activ
CC1CN(C(=O)COC(=O)c2ccc([N+](=O)[O-])o2)CC(C)O1 (centres undefined),13.6,0.7,-2.6,-1.3
COc1ccccc1C(=O)N1CCC(C(=O)NC(c2ccccc2)c2ccco2)CC1 (centres undefined),9.6,0.0,-8.1,-0.5
Cc1cc(C)cc(CN2CCc3nnc(CCNC(=O)c4ccoc4)n3CC2)c1,3.9,0.1,-2.8,0.1
O=C1c2ccc(Oc3cccc([N+](=O)[O-])c3)cc2C(=O)N1Nc1ccco1,-0.1,0.1,-2.5,2.4
